hgDAF12 agonist = agonists of H. glycines DAF-12 nuclear receptor; 1.8% of 370,000 active; AID 687014; HEK293 GAL4-hgDAF12 UAS-luciferase reporter, agonist luminescence; normalized to butyrate control; activation, % at 6.8 µM;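 active = activation above a cutoff set at the mean of all screened compounds plus 3 SD, cut at about 10% in these data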;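 also: 0% = DMSO wells and 100% = sodium butyrate wells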
sPLA2-III inh = Blocks human group III sPLA2 activity. Q9NZ20. QFRET BODIPY PC-A2 liposome hydrolysis, fluorescence. inhibition, % at 12.2 µM. 0.56% of 370,000 active;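 active = inhibition above mean plus 3 SD of compounds lying within the high and low control bounds, cut at about 19% in these data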;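 also: 0% = median of test compound wells and 100% = no enzyme DMSO wells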
Target sequence (Q9NZ20 whole entry, looked up): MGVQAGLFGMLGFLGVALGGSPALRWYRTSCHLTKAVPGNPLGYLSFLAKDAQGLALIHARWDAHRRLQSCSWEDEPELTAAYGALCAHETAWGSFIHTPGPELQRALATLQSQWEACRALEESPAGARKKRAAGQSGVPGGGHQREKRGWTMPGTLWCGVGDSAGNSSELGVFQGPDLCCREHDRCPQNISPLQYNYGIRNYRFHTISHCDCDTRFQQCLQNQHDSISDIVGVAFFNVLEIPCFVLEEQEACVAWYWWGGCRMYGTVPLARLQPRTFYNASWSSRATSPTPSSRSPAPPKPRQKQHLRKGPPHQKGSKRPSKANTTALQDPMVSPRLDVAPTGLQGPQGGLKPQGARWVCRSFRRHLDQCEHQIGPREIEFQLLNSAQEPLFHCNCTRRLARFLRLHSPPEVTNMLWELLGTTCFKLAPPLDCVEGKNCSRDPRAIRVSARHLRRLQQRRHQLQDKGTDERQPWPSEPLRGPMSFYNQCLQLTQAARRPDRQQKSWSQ
Rev-erbA mod = modulators of human Rev-erb alpha DNA binding; Rev-erbα–FITC-DNA binding, fluorescence polarization, 90 min; activity, % at 10 µM; 0.79% of 370,000 active; AID 1259318;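 active = activity above about 14%, limit read from the data; passing the limit was not always enough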;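 also: 0% = DMSO wells with 35 nM protein and 100% = DMSO wells with 750 nM protein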
Target sequence (P20393 whole entry, looked up): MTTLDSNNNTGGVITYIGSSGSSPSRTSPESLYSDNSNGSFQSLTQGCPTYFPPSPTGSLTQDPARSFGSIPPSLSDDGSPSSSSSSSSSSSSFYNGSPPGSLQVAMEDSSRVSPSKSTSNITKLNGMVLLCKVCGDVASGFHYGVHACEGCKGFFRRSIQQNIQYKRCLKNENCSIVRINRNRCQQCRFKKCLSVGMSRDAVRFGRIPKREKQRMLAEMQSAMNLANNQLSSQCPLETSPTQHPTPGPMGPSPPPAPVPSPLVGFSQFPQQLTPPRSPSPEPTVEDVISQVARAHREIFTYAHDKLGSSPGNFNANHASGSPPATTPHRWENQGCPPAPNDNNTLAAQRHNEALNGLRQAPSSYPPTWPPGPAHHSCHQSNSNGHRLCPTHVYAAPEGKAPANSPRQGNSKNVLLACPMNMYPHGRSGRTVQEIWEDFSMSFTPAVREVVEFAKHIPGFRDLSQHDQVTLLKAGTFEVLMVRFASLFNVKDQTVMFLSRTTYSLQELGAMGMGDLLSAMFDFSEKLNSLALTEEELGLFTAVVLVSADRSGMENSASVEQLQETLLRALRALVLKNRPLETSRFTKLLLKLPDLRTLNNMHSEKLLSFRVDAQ
hcDAF12 agonist = activates DAF-12 receptor from parasite H. contortus; 1.4% of 370,000 active; HEK293 hcDAF-12 lit1-tk-luc reporter, luminescence; 0% DMSO, 100% Δ7-dafachronic acid; AID 652067; activation, % at 6.8 µM;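 active = activation above the mean of all tested compounds plus 3 SD, cut at about 5.5% in these data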;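 also: 100% = response to 3 µM Δ7-dafachronic acid high control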
PG9 Ab binder = small molecules binding HIV-1 gp120 antibody PG9; TR-FRET gp120-PG9 antibody binding; inhibition, % at 6.7 µM; 0.43% of 360,000 active; AID 624416; in the data active = inhibition above about 8.5%
ssDAF-12 act = activators of S. stercoralis DAF-12 nuclear receptor. 1% of 370,000 active. activation, % at 6.8 µM. HEK293 ssDAF-12/GRIP1 lit1-tk-luc reporter, luminescence; % of 3 µM dafachronic acid response;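 active = activation above the mean over all tested compounds plus 3 SD, cut at about 0.9% in these data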;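 also: 0% = DMSO-only wells and 100% = 3 µM delta7-dafachronic acid wells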
PLCb3 inh = PLC-beta3 (human) inhibition, primary screen; inhibition, % at 12.2 µM; 0.18% of 370,000 active; Q01970; Purified PLC-beta3, fluorogenic substrate, fluorescence; in the data active = inhibition above about 11%;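 also: 0% = median of compound wells on plate and 100% = full blocker control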
SMARCA2 act = increases SMARCA2 function in MMTV reporter cells; MG213 cells, MMTV-luciferase reporter, dexamethasone, overnight; activation, % at 9.1 µM; 1% of 370,000 active; in the data active = activation above about 7.8%;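 also: 0% = vehicle wells and 100% = reference activator wells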
DAX1 inh-1 = blocks DAX1 repression of SF-1 activated StAR promoter. HEK293T StAR-luciferase reporter, SF-1/DAX-1 repression relief. inhibition, % at 6.8 µM. AID 652010. 1.1% of 370,000 active;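 active = inhibition above the mean over all tested compounds plus 3 SD, cut at about 3.6% in these data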;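 also: 0% = DAX-1 cells with DMSO and 100% = cells lacking DAX-1 with DMSO; higher inhibition means more luminescence from relief of DAX-1 repression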
DAX1 inh-2 = NR0B1 (DAX1) inhibition | P51843 | HEK293 Gal4-DAX1 luciferase reporter, luminescence | inhibition, % at 6.75 µM | 0.99% of 340,000 active | AID 504766;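 active = inhibition above the mean over all tested compounds plus 3 SD, cut at about 4.2% in these data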;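 also: 0% = DAX1-transfected cells with DMSO and 100% = empty-vector control cells with DMSO; inhibition shows as a rise in luminescence from relieved DAX1 repression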
FXN GAA850 act = frataxin GAA850 promoter activation; HEK293 lucGAA850 FXN promoter luciferase reporter, 24 h; percent of 10 µM SAHA response; 0.56% of 360,000 active; activation, % at 6 µM;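 active = activation above the average of all compounds screened plus 3 SD, cutoff fixed separately per campaign, cut at about 7.5% in these data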;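 also: 0% = DMSO wells and 100% = 10 µM SAHA wells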
Starred values were filed as active, the others as inactive; . = no result given.

Preview:
SMILES	hgDAF12 agonist	sPLA2-III inh	Rev-erbA mod	hcDAF12 agonist	PG9 Ab binder	ssDAF-12 act	PLCb3 inh	SMARCA2 act	DAX1 inh-1	DAX1 inh-2	FXN GAA850 act
O=[N+]([O-])c1ccccc1CS(=O)(=O)c1ccccc1	1.7	2	-5	-1.4	2.3	-1.4	2	1	0.2	-0.9	0.5
CCCCN(C(=O)C1CCCC1)c1c(N)n(CCC)c(=O)[nH]c1=O	0.7	8	2	-0.3	3.6	-0.1	0	-3	-0.1	3.9	0.3
COc1cc(/C=N/Nc2ncc(C(F)(F)F)cc2Cl)cc(OC)c1OC	-1.0	0	-1	-1.8	-4.2	-1.8	-42	3	-0.8	2.1	-2.2
CCOC(=O)C1CCCN(S(=O)(=O)c2c(C)c(C)cc(C)c2C)C1 (stereo not given)	0.6	-5	2	-2.2	1.4	-0.8	-4	-7	-0.1	-0.7	2.9

The list itself, from the start:
SMILES	hgDAF12 agonist	sPLA2-III inh	Rev-erbA mod	hcDAF12 agonist	PG9 Ab binder	ssDAF-12 act	PLCb3 inh	SMARCA2 act	DAX1 inh-1	DAX1 inh-2	FXN GAA850 act
O=[N+]([O-])c1ccccc1CS(=O)(=O)c1ccccc1	1.7	2	-5	-1.4	2.3	-1.4	2	1	0.2	-0.9	0.5
CCCCN(C(=O)C1CCCC1)c1c(N)n(CCC)c(=O)[nH]c1=O	0.7	8	2	-0.3	3.6	-0.1	0	-3	-0.1	3.9	0.3
COc1cc(/C=N/Nc2ncc(C(F)(F)F)cc2Cl)cc(OC)c1OC	-1.0	0	-1	-1.8	-4.2	-1.8	-42	3	-0.8	2.1	-2.2
CCOC(=O)C1CCCN(S(=O)(=O)c2c(C)c(C)cc(C)c2C)C1 (stereo not given)	0.6	-5	2	-2.2	1.4	-0.8	-4	-7	-0.1	-0.7	2.9
COC(=O)C1CCN(C(=O)C23CCC(C)(C(=O)O2)C3(C)C)CC1 (stereo not given)	-0.6	3	-7	-2.1	-0.7	-0.7	1	1	-0.3	1.4	-1.0
COc1ccc(OC)c(NC(=O)c2nc3ccccc3s2)c1	-0.8	1	-1	-0.1	1.5	-1.1	-7	1	0.3	0.2	3.1
COc1cc2ccccc2cc1C(=O)N(CCN(C)C)c1nc2c(C)cccc2s1	1.2	-1	7	-2.5	1.3	-1.6	-9	-1	-2.0	0.5	-0.8
COc1ccccc1NC(=O)CSc1sc2c(O)cc(=O)[nH]c2c1C#N	-0.4	3	2	5.1	-0.1	0.2	-25	-2	0.4	-0.9	-0.9
Cc1ccc(C)c(/C(O)=C2/C(=O)C(=O)N(CCN3CCOCC3)C2c2ccc(C)o2)c1 (stereo not given)	3.2	1	-5	2.6	-2.1	-0.5	-5	-2	-0.2	0.7	-1.0
CCC1CC(C)(C(=O)Nc2ccc(S(N)(=O)=O)cc2)OC1=O (stereo not given)	-0.6	4	2	-0.1	-1.5	-0.9	0	2	-0.1	-0.5	-0.7
CC(C)Oc1ccc(S(=O)(=O)N2CCOCC2)cc1NC(=O)c1cc([N+](=O)[O-])ccc1N1CCOCC1	-2.3	3	6	-0.7	1.4	-0.4	-5	-1	-0.8	-0.8	0.7
O=S(=O)(NC1CCCC1)c1ccc(S(=O)(=O)N2CCc3ccccc32)cc1	-6.5	-56	-1	-3.6	-0.3	-2.1	-2	-4	-2.6	-2.7	-2.1
CN(C)C(=S)Nc1ccc2ccccc2c1	2.0	10	-2	4.4	-0.9	-0.3	-2	-1	0.6	-0.4	1.1
COc1ccc(Cl)cc1C(=O)Nc1ccc(N(C)C(C)=O)cc1	1.0	-5	5	-0.9	-1.9	-1.6	-1	4	-0.1	-0.1	0.2
Nc1nc(SCc2c(F)cccc2Cl)[nH]c(=O)c1-c1ccccc1	0.8	0	-2	-1.4	-1.3	-1.9	5	6	3.1	0.4	4.7
CCCCCc1c(C)c(C#N)c2nc3ccccc3n2c1-n1ccnc1C	-1.0	1	4	-1.8	1.6	-1.0	-12	0	-0.6	0.5	0.3
Cc1nn(C(C)C(=O)N2CCOCC2)c(=O)c2nn(-c3ccccc3)c(C)c12 (stereo not given)	1.2	0	7	0.5	0.0	-1.0	-6	-1	0.0	0.1	-1.1
CCCNC(=O)C(Cc1ccc(C(F)(F)F)cc1)NC(=O)c1ccc2ccccc2n1 (stereo not given)	-1.1	-1	2	-1.2	-3.1	-0.5	8	0	-0.4	0.8	-2.6
CN(C)Cc1cn(CCC(=O)O)c2ccccc12	-2.2	0	-7	1.7	-0.7	-1.4	-4	-2	-0.7	1.3	1.4
Cn1c(=O)[nH]c(=O)c2c1nc1n2CC(O)CN1c1ccccc1 (stereo not given)	-0.8	7	-6	-0.8	-0.6	-1.1	1	-1	-0.2	-0.5	-0.5
Cc1nc(NC(=O)c2cnccn2)ccc1Br	11*	-2	2	2.7	0.5	0.2	0	4	0.5	4.2*	6.6
Cc1ccc(S(=O)(=O)N(C)C)cc1-n1c(SCC(=O)Nc2ccc(F)c(F)c2F)nc2ccccc2c1=O	0.2	3	-1	-1.2	-0.5	-0.6	5	-3	-0.2	1.0	-1.4
CC(=O)c1ccc(OCC(=O)N(C)C2CCS(=O)(=O)C2)cc1 (stereo not given)	-2.3	3	-2	0.0	0.3	-1.0	6	-4	-3.1	-0.3	-1.0
CCN(c1ccc(NC(=O)COC(=O)/C=C/c2cccs2)cc1)C(C)C	0.4	-4	5	-0.9	-2.0	-0.6	-5	-2	-0.5	-0.2	0.0
Cc1sc2nc(SCCN(C)C)n(-c3ccccc3)c(=O)c2c1-c1ccc(F)cc1	2.9	-9	-2	2.4	-1.1	-1.0	-4	1	0.1	-0.8	-1.5

Part of the list above, showing only PLCb3 inh, hcDAF12 agonist and ssDAF-12 act:
SMILES,PLCb3 inh,hcDAF12 agonist,ssDAF-12 act
Cc1ccc(S(=O)(=O)N(C)C)cc1-n1c(SCC(=O)Nc2ccc(F)c(F)c2F)nc2ccccc2c1=O,5,-1.2,-0.6
CC(=O)c1ccc(OCC(=O)N(C)C2CCS(=O)(=O)C2)cc1 (stereo not given),6,0.0,-1.0

Other compounds follow.
SMILES	hgDAF12 agonist	sPLA2-III inh	Rev-erbA mod	hcDAF12 agonist	PG9 Ab binder	ssDAF-12 act	PLCb3 inh	SMARCA2 act	DAX1 inh-1	DAX1 inh-2	FXN GAA850 act
CC(=O)Nc1ccc(Oc2cc(C#N)c(C#N)cc2N2CCCCCC2)cc1	-4.8	-20	6	-3.4	-2.4	-1.4	-140	-2	-1.3	-1.6	1.4
COc1cc(OC)nc(C(NC(=O)C2CCN(Cc3ccc(Oc4ccccc4)cc3)CC2)c2ccccc2C)n1 (stereo not given)	1.4	-11	-3	0.0	-1.1	-0.3	0	-2	-0.3	.	-1.3
COc1ccc(C(C[N+](=O)[O-])c2c(C)[nH]c3ccccc23)cc1OC (stereo not given)	-2.5	-28	1	-0.2	-1.9	-0.4	-4	5	-0.7	-0.2	6.2
COc1cccc(C(=O)Nc2ccc3c(c2)OCO3)c1OC	14*	0	1	5.8*	-0.7	0.8	-3	3	1.4	1.1	2.2
Cc1ccc(Cl)cc1NC(=O)c1ccc(NC(=O)CCC(=O)O)cc1	0.1	-2	4	-2.0	-2.9	0.5	3	1	-0.1	-0.5	2.8
Cc1cccc(N(CC(=O)N2CCCC2)S(C)(=O)=O)c1	-1.4	3	-6	-1.1	-0.5	-1.6	-5	1	-0.3	0.5	1.8
O=C(C1CC1)N1CCCC(c2ccc(Cl)cc2)=N1	-2.2	2	9	-1.7	-0.9	-1.4	2	-4	-0.5	-0.1	2.4
CCOC(=O)CC1=NN(c2ccccc2)C(=O)/C1=C\c1ccc(N(C)C)cc1	-2.9	12	-1	-0.2	-2.5	-1.0	-6	-3	-0.1	-0.1	3.7
Cc1ccc(NC(=O)CN2C(=O)NC3(CCCCCCC3)C2=O)cc1C	-2.6	-12	-4	-1.3	-0.3	-1.4	-1	1	-0.6	-0.6	0.3
CCOC(=O)C1CCN(C(=O)c2cccc(NC(=O)C(CC)CC)c2)CC1	-2.4	-3	3	-1.0	0.6	-1.3	5	-2	0.1	0.1	-0.5
COc1cccc(C2C(C(=O)Nc3nc4ccccc4s3)=C(C)NC3=C2C(=O)CC(C)(C)C3)c1OC (stereo not given)	-1.1	-1	11	-1.4	1.8	-0.7	-149	-4	1.2	0.1	-1.9
COc1ccc(CCC(=O)Nc2ccc(S(=O)(=O)N3CCOCC3)cc2)cc1OC	-2.2	3	7	-1.6	1.1	-1.9	-7	-5	-0.1	-0.8	0.6
O=C(Nc1cccc(NC(=O)c2cccs2)c1)c1cccnc1	0.9	-2	-2	1.5	0.6	-0.3	-6	3	0.7	-1.3	0.4
CC1CCN(Cc2nc3c(c(=O)n(C)c(=O)n3C)n2CCCc2ccccc2)CC1	0.6	-2	-1	-1.0	0.4	-1.5	0	1	-0.3	0.4	1.3
O=C(NCCCN1CCN(c2ccc(F)cc2)CC1)Nc1ccc(Cl)cc1	2.2	2	-6	-2.0	.	-1.3	-1	-5	0.4	.	.
Cn1c(SCc2cccc(F)c2)nnc1-c1ccncc1	-0.1	-3	-3	-0.8	1.2	-0.5	-11	-2	0.0	1.9	0.4
COc1ccc(/C=C2\SC(=O)N(CC(=O)Nc3ccccc3O)C2=O)cc1OC	-0.4	-33	5	2.7	-2.2	-1.1	-10	1	-0.3	-1.9	-1.6
COc1ccc(Cl)cc1NC(=O)CN(C)C(=O)c1cc(-c2ccncc2)nc2ccccc12	-3.4	-10	-2	0.5	2.6	-1.0	-15	-1	-2.6	-1.9	-4.2
COc1ccc(C(=O)NCc2csc(-c3cccs3)n2)cc1	-1.5	19	-4	-0.2	-0.3	-0.6	-9	-7	0.5	-1.8	-1.8
Cc1csc(NC(=O)CSc2nccn2Cc2ccco2)n1	3.3	5	-3	1.4	-1.9	-1.4	-9	-2	1.7	-0.1	-0.1
CCOc1ccc(-n2c(C)nc3cc(C(=O)NCCCN4CCOCC4)ccc32)cc1	-0.3	-3	2	0.7	1.4	0.4	1	1	-0.4	-0.5	1.5
O=C(Nc1ccccc1)c1cc(C2CCCN(C(=O)C/C=C/c3ccccc3)C2)on1 (stereo not given)	2.7	-23	-3	2.4	-1.4	-1.0	4	-1	-1.6	.	-0.9
CC(C)(C)OC(=O)NCCCCCc1nnc(SCC(N)=O)o1	-0.7	-1	0	-1.8	-1.6	-1.0	3	-1	-0.1	-0.4	-1.5
Cc1cc(O)cc(=O)n1Cc1ccco1	0.5	-3	-1	-0.4	-0.3	-1.2	3	0	-0.6	-1.0	1.4
O=C(c1ccc(F)cc1)C(CCCCCC(CN1CCOCC1)C(=O)c1ccc(F)cc1)CN1CCOCC1 (stereo not given)	-2.2	-12	0	0.9	0.8	-1.4	6	1	-1.5	.	.
Cc1ccc(C(=O)NCc2ccc(N3CCN(C)CC3)cc2)cc1C	1.7	0	-1	0.8	-3.3	-0.8	5	1	0.4	2.8	1.4
COc1ccc(CCn2c(-n3nc(C)cc3C)nc3c2c(=O)[nH]c(=O)n3C)cc1	-0.4	12	0	-0.2	-1.6	-1.6	2	1	0.0	-0.5	-2.0
CC1Cc2ccccc2N1C(=O)c1ccc(Br)o1 (stereo not given)	8.3	-3	0	3.0	-1.1	0.1	1	4	2.8	2.2	3.6

Screening results deposited in PubChem BioAssay by several laboratories.

Outcome played no part in choosing rows (roughly 7% active in at least one column).
